Screening results (PubChem BioAssay)
All columns: NCI-60 one-dose screen, growth in % after 48 h at 10 µM unless noted; 100 = growth as untreated, 0 = no growth, -100 = all killed.
SNB-75: SNB-75 CNS cancer | 79,000 compounds, 5% hits | AID 1794750
HT29: HT29 colon cancer | 81,000 compounds, 7.4% hits | AID 1794748
HCT-116: HCT-116 colon cancer | 82,000 compounds, 7.3% hits
NCI-H322M: NCI-H322M lung cancer. 80,000 compounds, 2.7% hits
KM12: KM12 colon cancer cells; 82,000 compounds, 5% hits; AID 1794800
COLO 205: COLO 205 colon cancer | 79,000 compounds, 7.3% hits | AID 1794742
HCC-2998: HCC-2998 colon cancer; AID 1794799; 79,000 compounds, 4.7% hits
HCT-15: HCT-15 colon cancer. 82,000 compounds, 5.2% hits
SW-620: SW-620 colon cancer; 82,000 compounds, 5.2% hits
Numbers without * were called inactive; / = no result given. The calls were made as follows: active = growth percent below 10; inactive = the rest. The order is random, and some 12% of all compounds hit somewhere here.

SMILES	SNB-75	HT29	HCT-116	NCI-H322M	KM12	COLO 205	HCC-2998	HCT-15	SW-620
C=C1CC[C@H]2[C@@](C)(CCC3OC(c4ccc(OCc5cn(CCOC6OC(COC(C)=O)C(OC(C)=O)C(OC(C)=O)C6OC(C)=O)nn5)cc4)OC[C@]32C)[C@@H]1/C=C/C1=CCOC1=O (some centres not stated)	86	106	91	101	96	103	118	96	109
Cc1cc(/C=C/c2ccccc2)nc2ccccc12	85	85	79	/	92	99	95	94	119
N#Cc1c(-c2cccc3ccccc23)nc(NCCO)[nH]c1=O	93	97	100	96	102	104	117	105	106
Cc1ccc(/C=N/NC(=O)c2ccc(OCc3nc4ccc(Cl)cc4[nH]3)cc2)cc1	60	82	21	73	56	55	39	83	54
CN(C)CCCN1c2nc3ccccc3cc2Sc2cc3ccccc3nc21	9.6*	-89*	-63*	18	-72*	-89*	-71*	2.1*	-93*
CCCNC(=S)N/N=C(\C)c1ccccn1	74	37	4.7*	4.3*	32	21	44	28	33
Nc1nn2c(-c3ccc(Cl)cc3)ccnc2c1N=Nc1ccc(S(N)(=O)=O)cc1	90	107	108	111	104	130	105	107	104
O=C1/C(=C/c2ccc(Cl)cc2)N=C(c2ccccc2)N1CCc1cccs1	31	0.8*	29	82	99	100	25	10	51
COc1ccc(-c2nc(N)nc3c(OC)nccc23)cc1	96	99	102	126	101	108	/	96	/
O=c1[nH]cc(O)c(=O)[nH]1	97	109	104	139	105	102	/	101	106
CC1(C)OC2OC(COC(=O)c3ccccc3)C(=O)C2O1 (configuration not stated)	93	112	86	110	98	115	99	93	106
COc1cc2c(cc1OC)C(O)C(O)(CO)C(C(=O)O)C2c1cc(OC)c(OC)c(OC)c1 (configuration not stated)	86	113	98	93	111	104	91	121	105
O=C(COc1ccc(Cl)cc1Cl)OCCCl	93	87	97	102	109	114	98	99	101
O=C(COc1cc(O)c2c(=O)cc(-c3ccccc3)oc2c1)Nc1ccccc1	88	106	57	86	87	108	100	96	88
Cc1ccc(-n2cc3c(-c4cc5c(ccc6ccccc65)oc4=O)nnc(C)c3n2)cc1	63	98	73	73	81	97	95	60	93
N=C(N)c1ccc(-c2ccc(-c3ccc(C(=N)N)cc3)o2)cc1	99	/	102	96	103	92	96	99	98
Cc1[nH]n(-c2ccccc2)c(=O)c1C1CCC(=O)N1 (configuration not stated)	89	87	87	104	103	110	102	102	102
Cc1c(OCC(F)(F)F)ccnc1CNc1ccc(C2=CC(c3ccc([N+](=O)[O-])cc3)N=C(N)N2)cc1 (configuration not stated)	102	93	84	101	90	106	103	96	99
O=S(=O)(NC1CC2CCC1C2)c1ccc2c(c1)/C(=N/O)c1cc(S(=O)(=O)NC3C4CC5CC(C4)CC3C5)ccc1-2 (configuration not stated)	73	100	104	90	103	116	109	102	/
Cn1c(=O)c2c(nc(NC3=NS(=O)(=O)c4ccccc43)n2CC(=O)Nc2ccc(S(N)(=O)=O)cc2)n(C)c1=O	93	109	98	96	97	102	96	95	93
CCOC(=O)C1C(=O)C=C(c2ccc(Br)cc2)CC1c1sc(N(C)Cc2ccccc2)nc1Cl (configuration not stated)	/	76	78	85	85	105	87	78	85
O=C1C(Cl)C(c2ccc(Cl)cc2Cl)N1n1cnnc1 (configuration not stated)	80	97	92	94	93	/	102	100	96
CC1(O)CCC2CC3OC3(C)CCC3OC3(C)C(O)CC1C2(C)C (configuration not stated)	95	102	121	115	112	109	/	102	99
CCN(CC)c1cc(C)c2cc(NC(=O)c3cccc(OC)c3)ccc2n1	82	68	70	109	88	90	91	61	65
COc1cc(/C=N\NC(=O)CSc2nc3ccccc3c(=O)n2-c2cc(C)ccc2Cl)cc(OC)c1OC	79	77	80	91	97	97	101	75	103
Next part.
SMILES	SNB-75	HT29	HCT-116	NCI-H322M	KM12	COLO 205	HCC-2998	HCT-15	SW-620
Nc1ccccc1-c1nc2ccncc2[nH]1	95	96	91	/	105	113	91	94	105
Nc1nc(-c2ccc(Cl)cc2)cc(-c2cn(-c3ccccc3)nc2-c2ccc(OCc3ccccc3)cc2)n1	105	92	93	93	97	120	104	97	105
CS(=O)(=O)c1ccc(-c2nc3cc(Cl)ccc3n2CC(=O)N/N=C/c2ccccc2)cc1	85	89	83	86	92	/	107	96	95
CCCCNC(=O)C(c1ccccc1)c1ccccc1	80	94	91	100	102	116	99	94	99
CC#CCC(N)C(=O)O (configuration not stated)	109	109	102	92	113	106	90	109	110
NC(=O)C(c1ccccc1)c1ccccc1	88	88	87	105	106	106	105	102	101
O=C1N=C2SCCN2/C1=C\c1cccc(OCc2ccc(Cl)cc2)c1	89	110	102	99	91	111	102	107	103
CCc1c(C(=O)NCc2c(O)ccc3cccc(O)c23)[nH]c(C)c1C(C)=O	57	58	42	69	31	70	48	14	69
N=c1sc2ccccc2n1CC(=O)O	100	98	96	103	106	106	108	103	103
COc1ccc(F)cc1/C=C/C(=O)/C=C(O)/C=C/c1cc(F)ccc1OC	96	104	89	101	99	122	112	78	114
CC(=O)Nc1cc(C)ccc1O	75	96	101	94	100	105	94	/	107
O=C1Nc2ccc(Cl)cc2/C1=C/c1ccc(OCc2ccc(Cl)cc2)cc1	102	109	67	97	104	104	107	92	93
CCCC(=O)Nc1ccccc1C	100	101	103	112	113	103	110	107	112
N#CCC(=O)NNc1nc(Nc2ccccc2)nc(Nc2ccc(S(N)(=O)=O)cc2)n1	94	106	102	102	102	103	113	101	103
Nc1nc(SCc2ccc([N+](=O)[O-])cc2)c2[nH]cnc2n1	94	103	90	96	116	110	92	88	108
Nc1cccc(C(=O)C2=Cc3cc4ccccc4n3Cc3cnnn32)c1	/	92	89	96	64	89	102	80	88
COc1ccc2nc(C)cc(-n3cc(Cn4nc(-c5ccc(C)cc5)c5c(N)ncnc54)nn3)c2c1	49	63	66	53	86	61	83	73	92
COc1cc2c3c(c4c5ccccc5[nH]c4c2c(OC)c1OC)C(=O)N(CCN1CCCCC1)C3=O	64	-40*	-86*	32	-20*	28	22	-87*	-66*
O=S(=O)(O)c1ccccc1N=Nc1c(S(=O)(=O)O)cc2cc(S(=O)(=O)O)c(N=Nc3ccccc3S(=O)(=O)O)c(O)c2c1O	101	116	116	105	105	112	102	105	103
C(CSC1=NCCN1)CSC1=NCCN1	90	117	98	120	113	104	105	95	119
O=c1nc2n(nc1/C=C/c1ccco1)CC(c1ccc(Cl)cc1)=NN2	92	109	99	84	115	110	110	135	102
COc1ccc2cc(-c3nnc(C)c4nn(-c5ccc(Cl)cc5)cc34)ccc2c1	77	79	73	85	104	102	110	107	103
Cc1ccc2c(c1)=N/C(=N/c1[nH]c(O)c3ccccc13)N=2	78	76	57	/	60	83	88	45	79
Cc1ccccc1NC(=O)Oc1c(Cl)c(Cl)c(Cl)c(Cl)c1Cl	87	91	82	105	104	105	107	99	107
COc1cc2nc(-c3ccc(Cl)cc3)cc(OCCN3CCOCC3)c2cc1OC	91	102	100	93	100	108	117	96	94
The listing continues.
SMILES	SNB-75	HT29	HCT-116	NCI-H322M	KM12	COLO 205	HCC-2998	HCT-15	SW-620
Cc1cc(NC(=O)c2ccccc2)nc(C)n1	66	97	93	120	99	125	79	100	89
CCN(CC)CCCC(C)Nc1ccnc2cc(Cl)ccc12 (configuration not stated)	98	45	65	110	97	59	103	94	93
COCOc1cc2c(=O)c(C)c(C(=O)N[C@@H](Cc3ccccc3)C(O)C(=O)NCc3ccccc3)oc2cc1OC (some centres not stated)	3.9*	43	-10*	81	-33*	50	57	84	31
Cc1ccccc1C1CC(c2cccc(OCCCCOc3cccc(C4=NOC(c5ccccc5C)C4)c3)c2)=NO1 (configuration not stated)	83	83	57	77	82	87	87	80	96
O=C1C(=Cc2cccc(Br)c2)C(=O)c2ccccc21	69	99	92	113	107	97	117	105	95
COc1ccccc1/C=C\C(=O)c1ccccc1	78	42	22	95	30	111	97	70	2.6*
COc1ccc2[nH]cc(-c3nn4cc(-c5ccncc5)nc4s3)c2c1	62	67	53	78	64	47	81	38	66
CC(=O)OCC1OC(OC(C)=O)C(NC(=O)NS(=O)(=O)c2ccc(Cl)cc2)C(OC(C)=O)C1OC(C)=O (configuration not stated)	98	112	110	105	106	118	105	103	101
C=CCn1c(SCC(=O)Nc2ccc(C(=O)/C=C/c3ccc(Cl)cc3)cc2)nnc1-c1ccc(Br)cc1	76	67	-80*	92	70	118	94	81	82
CCOC(=O)Oc1ccc(C)cc1	102	108	98	96	106	110	106	109	101
Nc1nc2c(nc(N3CCOCC3)n2[C@@H]2O[C@H](CO)[C@@H](O)[C@H]2O)c(=O)[nH]1	96	107	103	113	105	/	112	99	100
O=C(N/N=C/c1ccc([N+](=O)[O-])cc1)c1ccc2nc(-c3ccc(Cl)cc3)[nH]c2c1	69	8.3*	15	70	13	2.3*	15	30	13
CCN(c1ccc(OC)cc1)c1nc(-c2ccc([N+](=O)[O-])cc2)cs1	103	73	74	97	90	94	115	65	93
NC(=O)c1cccc(N2Cc3ccccc3OC3=C2C(=O)c2c(O)ccc(O)c2C3=O)c1	6.5*	-56*	-69*	25	-49*	-83*	-21*	-50*	-67*
COc1cc(O)cc(C)c1C(=O)O[C@@H]1[C@@H](CO)OC(n2ccc(=O)n(C)c2=O)[C@@H]1OC(C)=O (some centres not stated)	74	82	85	108	99	110	103	102	107
c1ccc(-c2cc(=[N+]3CCOCC3)c3ccccc3o2)cc1	82	99	101	92	98	112	108	99	98
CCN(CC)CCOc1ccc(Nc2ncc3cc(-c4ccc(O)c(C#N)c4)c(=O)n(C)c3n2)cc1	/	-58*	33	97	72	36	111	86	110
COc1ccccc1-n1c(-c2cc3ccccc3nc2Cl)noc1=O	63	93	71	84	84	101	93	73	89
CNC(=O)c1cc(-c2ccc(NC(=O)Nc3ccc(Cl)c(Cl)c3)cc2)nc2cccnc12	70	114	103	118	100	112	128	106	109
CN(C)c1ccc(/C=C2\Cc3ccccc3C2=O)cc1	95	80	90	94	92	108	90	91	100
C[C@]1(CO)C[C@@H](O)C[C@]2(C)[C@@H]1CC[C@@]13C[C@@H]4[C@@H](C[C@H]12)[C@]4(C)C3	89	105	89	103	109	/	119	103	101
O=C(CCCCCCN1CC(=O)N2[C@@H](c3ccc(Cl)c(F)c3)c3[nH]c4ccccc4c3C[C@H]2C1=O)NO	/	89	56	86	87	97	99	99	75
O=c1[nH]cc(Cl)cc1O	93	97	94	97	58	112	97	64	99
COc1ccc(C2CC(c3cc4ccccc4oc3=O)=NN2c2ccc(S(N)(=O)=O)cc2)cc1 (configuration not stated)	100	/	77	90	97	104	100	100	96
Nc1cccc(-c2nc3sccn3c2-c2ccnc(NCCCNS(=O)(=O)c3ccc(C(F)(F)F)cc3)n2)c1	/	14	3.1*	19	1.5*	6.2*	18	1.8*	13

Part of the list above in order of number of heavy atoms, rising.
SMILES	SNB-75	HT29	HCT-116	NCI-H322M	KM12	COLO 205	HCC-2998	HCT-15	SW-620
Cc1cc(NC(=O)c2ccccc2)nc(C)n1	66	97	93	120	99	125	79	100	89
CCCCNC(=O)C(c1ccccc1)c1ccccc1	80	94	91	100	102	116	99	94	99
CC1(C)OC2OC(COC(=O)c3ccccc3)C(=O)C2O1 (configuration not stated)	93	112	86	110	98	115	99	93	106
Cc1ccccc1NC(=O)Oc1c(Cl)c(Cl)c(Cl)c(Cl)c1Cl	87	91	82	105	104	105	107	99	107
COc1ccc(F)cc1/C=C/C(=O)/C=C(O)/C=C/c1cc(F)ccc1OC	96	104	89	101	99	122	112	78	114
COc1cc2c3c(c4c5ccccc5[nH]c4c2c(OC)c1OC)C(=O)N(CCN1CCCCC1)C3=O	64	-40*	-86*	32	-20*	28	22	-87*	-66*
COc1cc(/C=N\NC(=O)CSc2nc3ccccc3c(=O)n2-c2cc(C)ccc2Cl)cc(OC)c1OC	79	77	80	91	97	97	101	75	103
Cn1c(=O)c2c(nc(NC3=NS(=O)(=O)c4ccccc43)n2CC(=O)Nc2ccc(S(N)(=O)=O)cc2)n(C)c1=O	93	109	98	96	97	102	96	95	93
COCOc1cc2c(=O)c(C)c(C(=O)N[C@@H](Cc3ccccc3)C(O)C(=O)NCc3ccccc3)oc2cc1OC (some centres not stated)	3.9*	43	-10*	81	-33*	50	57	84	31
O=S(=O)(O)c1ccccc1N=Nc1c(S(=O)(=O)O)cc2cc(S(=O)(=O)O)c(N=Nc3ccccc3S(=O)(=O)O)c(O)c2c1O	101	116	116	105	105	112	102	105	103

Remaining list, next part.
SMILES	SNB-75	HT29	HCT-116	NCI-H322M	KM12	COLO 205	HCC-2998	HCT-15	SW-620
Cc1ccsc1/C=N/NC(N)=S	91	103	103	101	106	117	112	105	109
COc1cc(/C=C/C(=O)c2c(C)nc3ccccc3c2C)ccc1OCCCN1CCN(C(=O)c2ccco2)CC1	-70*	6.6*	77	92	98	99	47	76	68
C=CCN1C(=O)C2C3C=CC(C3)C2C1=O (configuration not stated)	88	107	109	114	117	112	124	115	118
N[C@@H]1CCC[C@H]1NCCCCN1C(=O)c2cccc3cccc(c23)C1=O	84	34	50	64	64	/	60	82	38
C#CCOC(=O)/C=C/c1cn(-c2ccccc2)nc1-c1ccc(Cl)cc1	98	92	86	93	94	116	102	102	108
COc1ccc([C@H]2c3[nH]c4ccccc4c3C[C@H]3C(=O)N(CCCCCCC(=O)NO)CC(=O)N23)cc1	-0.7*	35	10	53	50	23	6.8*	81	4.0*
CC(=O)Nc1ccc(-n2cnc3cc(-c4ccc(O)cc4)ccc32)c(F)c1	37	87	63	79	33	109	75	43	89
Nc1ncnc2[nH]c(=S)[nH]c12	92	103	99	/	114	106	/	95	105
C=CC[C@H]1CCC2=C(/C(C)=C/C)N(S(=O)(=O)c3ccc(C)cc3)CCC[C@H]2O1	90	96	93	103	98	109	104	95	98
O=C(/C=C/c1sc(Cl)nc1Cl)c1ccc(Br)cc1	95	91	57	100	77	79	52	32	48
COc1cc(C(OC(C)=O)OC(C)=O)ccc1OC(C)=O	89	114	84	94	91	98	95	94	95
COC(=O)[C@@]1(C)CC[C@]2(C)CC[C@]3(C)C(=CC(=O)[C@@H]4[C@@]5(C)Cc6c(n(CC#CCN7CCNCC7)c7ccccc67)C(C)(C)[C@@H]5CC[C@]43C)[C@@H]2C1	117	105	107	98	103	116	102	98	101
